# RT RNaseH block = blocks HIV-1 RNase H cleavage of RNA/DNA duplex; P04585; RT-RNase H RNA/DNA duplex cleavage, fluorescence; inhibition, % at 10 µM; actives 1.9% (n = 65,000); in the data active means inhibition above about 50%
# RmlCD inh mix = mixture blocks RmlC and RmlD coupled enzyme activity. RmlC/RmlD coupled enzyme inhibition, 384-well mixture HTS. inhibition, % at 5.5 µM. actives 0.39% (n = 110,000); in the data active means inhibition above about 30%, passing the limit was not always enough; further: strong numbers were not always called active
# Starred values were filed as active, the others as inactive; x = not tested or not shown. Only part of the results is shown; count on the stated rates, not on these rows.
SMILES,RT RNaseH block,RmlCD inh mix
CCOC(=O)C1=C(C)NC(=O)NC1c1ccsc1 (centres undefined),x,7
O=C(CCN1CCc2ccccc2C1)Nc1ccc2c(c1)OCO2,-5,-3
Cn1ncc(Cl)c(Oc2ccccc2)c1=O,x,4
Cc1sc2nc3n(c(=O)c2c1C)CCCS3,-5,-14
COc1ccc(S(=O)(=O)N(C)CC(=O)N2CCC(C(N)=O)CC2)cc1Cl,-13,6
CCOC(=O)c1ccc(NC(=S)N2CCN(S(C)(=O)=O)CC2)cc1,x,-77
CCOc1cccc(CNc2ccc(O)cc2)c1OCc1ccccc1Cl,x,-9
CC1=C(C(=O)OC(C)C)C(c2ccccn2)n2ncnc2N1 (centres undefined),-6,10
Cc1ccc(S(=O)(=O)Cn2nnnc2C(c2ccccc2)N2CCN(c3ncccn3)CC2)cc1 (centres undefined),10,1
CCCC(=O)NC(Nc1ccccc1OC)C(Cl)(Cl)Cl (centres undefined),x,6

# Five records picked at random from the list so far:
SMILES,RT RNaseH block,RmlCD inh mix
COc1ccc(S(=O)(=O)N(C)CC(=O)N2CCC(C(N)=O)CC2)cc1Cl,-13,6
CCOc1cccc(CNc2ccc(O)cc2)c1OCc1ccccc1Cl,x,-9
O=C(CCN1CCc2ccccc2C1)Nc1ccc2c(c1)OCO2,-5,-3
CCCC(=O)NC(Nc1ccccc1OC)C(Cl)(Cl)Cl (centres undefined),x,6
CCOC(=O)C1=C(C)NC(=O)NC1c1ccsc1 (centres undefined),x,7

# Other entries follow:
SMILES,RT RNaseH block,RmlCD inh mix
CS(=O)(=O)N1CCN(C(=O)C2c3ccccc3Oc3ccccc32)CC1,-10,-95
O=C(CC(c1ccco1)C1CCCCC1=O)c1ccccc1 (centres undefined),x,36
C=CCOC(=O)C1=C[C@@H](c2coc3ccccc3c2=O)C[C@@H](OCCCCO)O1,x,-50
O=C(CNC(=O)c1ccco1)OCC(=O)c1cccc2ccccc12,x,-10
CCOC(=O)c1cc(-c2ccccc2)sc1NC(=S)Nc1cccc(C)n1,x,-10
CCCCN1C(=O)/C(=C\c2ccco2)C(=O)N(CCc2ccccc2)C1=O,x,-4
CCN(CC)C(=O)c1ccc(NC(=O)c2cccc(F)c2)cc1,x,8
O=C1c2cccnc2C(=O)N1C1CCCCC1,1,11
CC1CN(Cc2nc3c(c(=O)n(C)c(=O)n3C)n2CCN2CCOCC2)CC(C)O1 (centres undefined),-13,-10
Cc1ccc(-c2nc3ncccn3c2Nc2ccc3c(c2)OCCO3)o1,21,8
CCOC(=O)Cc1csc(NC(=O)CSc2nnc(C(C)C)n2CC)n1,-5,7
CCCn1c(SCC(=O)Nc2ccccc2Oc2ccccc2)n[nH]c1=O,x,43
Cc1cc(C)nc(NC(=O)Cc2cccs2)n1,-11,3
C=CCNc1oc(-c2ccc(OC)cc2)nc1C#N,-8,15
COc1ccc(Cn2c(-c3ccco3)nc3oc4cc(OC)ccc4c(=O)c3c2=O)cc1,31,13
CC(NCc1ccccc1Cl)C(O)c1ccccc1 (centres undefined),x,3
CC(=O)Nc1nonc1C(=O)N1CCC(C)CC1,-15,-11
C=CCOC(=O)C1=C(C)NC(=S)NC1/C=C/c1ccccc1 (centres undefined),x,-9
O=C(Cn1cc(C(=O)C2CC2)c2ccccc21)NCc1ccccc1,x,9
CN(C)c1ccc(/C=C(\C#N)C(=O)Nc2nc3c(s2)CCN(Cc2ccccc2)C3)cc1,x,-9
COC(=O)CCCC1=CC2=CC(=O)C(C)(OC(=O)c3cccs3)C(=O)C2=CN1C1CCCC1 (centres undefined),x,3
Cc1ccc(C)c(NS(=O)(=O)c2ccc(OCC(=O)N3CCCC3)cc2)c1,x,9
Cc1ccc(C(C(=O)NC2CCCC2)N(C(=O)CCC(=O)Nc2cc(C)on2)c2ccccc2)cc1 (centres undefined),x,16
COc1ccccc1C(O)(C(=O)NN(C(=O)c1ccccc1)c1ccccc1C)c1cccs1 (centres undefined),x,4
O=C(CCc1nc(-c2cccs2)no1)NCc1ccc(F)cc1Cl,x,6
CN[C@H](C)[C@H](O)c1ccccc1,x,-19
CC1=CS/C(=C(/C#N)C(=O)N2CCOCC2)N1c1ccccc1,-20,-1
C=C(C)C1CC=C(C)/C(=N/NC(=O)COc2ccc(C)cc2)C1 (centres undefined),x,8
CCOC(=O)Nc1ccc(C)cc1Br,-2,-28
N#CC1(Nc2ccccc2)C(=O)Nc2ccccc21 (centres undefined),x,-13
CCOC(=O)N1CCN(Cc2c(F)cccc2Cl)CC1,-4,19
O=C(NCCN1C(=O)C2C3C=CC(C3)C2C1=O)NCc1ccccc1 (centres undefined),-3,9
CCS(=O)(=O)NC(C)C(c1cccs1)N1CCN(c2ccc(OC)cc2)CC1 (centres undefined),x,0
CCN(CC)CCN(C(=O)Cn1nnc(-c2ccc(OC)c(OC)c2)n1)C(C(=O)NC1CCCC1)c1ccc(F)cc1 (centres undefined),x,-3
CC(C)C(=O)NCCCc1ccccc1,x,-24
O=C(NCCN1CCN(c2ccccc2)CC1)c1ccc(NC(=O)C2CCCO2)cc1 (centres undefined),-4,4
CC1CCc2cc(F)cc3c(O)c(C(=O)Nc4cnccn4)c(=O)n1c23 (centres undefined),-2,x
Cc1ccc2[nH]c(=O)c(-c3nc4c(C)cccn4c3NCc3ccco3)cc2c1,44,-12
O=C(CN1C(=O)COc2ccccc21)NCCCN1CCc2ccccc2C1,-1,-4
Cc1nnc2n(-c3ccccc3)c(=O)c3c4c(sc3n12)COC(C(C)C)C4 (centres undefined),-7,x
O=C(O)CCC(=O)Nc1ccc(Cc2ccc(NC(=O)CCC(=O)O)c(O)c2)cc1O,x,12
Cn1c(=O)c2c(ncn2Cc2cc(-c3ccccc3)no2)n(C)c1=O,-29,-14
COc1cccc(CNC(=O)Cn2cccc2)c1,-2,x
CCC/C(=C1/C(=O)CC(C)(C)C(C(=O)OC)C1=O)N1CCCC1 (centres undefined),12,51
Cc1cc(C)nc(N2CCC(C(=O)O)CC2)n1,-7,12
CC(C)N(Cc1cc2ccccc2[nH]c1=O)C(=O)c1cccnc1,-14,x
CCOC(=O)c1c(NC(=O)CSc2nnc(-c3ccco3)o2)sc(C)c1C,x,6
COc1ccc(N(CC(=O)Nc2cc(C(=O)O)ccc2C)S(=O)(=O)c2c(C)noc2C)cc1,-15,-18
O=C(Nc1c(C(=O)NCc2ccco2)cnn1-c1ccccc1)c1ccc(F)cc1,-4,-12
Cc1cc(C)c(S(=O)(=O)NCc2ccncc2)c(C)c1,x,17

# (next part)
SMILES,RT RNaseH block,RmlCD inh mix
O=C(NCc1ccccn1)C1(C(F)(F)F)C/C(=C\CCO)CCCO1 (centres undefined),x,10
NC(=S)NNc1cccc(Cl)c1,x,-17
Cc1ccc(-c2nn3c(C)nnc3s2)cc1NC(=O)C(C)C,-6,10
Cc1cc(C)n(C(=O)c2ccc(C)c(S(=O)(=O)N3CCOCC3)c2)n1,-8,7
CCCC(=O)Nc1ccc(C(=O)NNC(=O)c2cccs2)cc1,x,-12
O=c1oc2ccccc2c(NCc2cccc(F)c2)c1[N+](=O)[O-],x,-20
CC1CCc2c(sc3nc(SCc4nc(-c5ccccc5)no4)n(C)c(=O)c23)C1 (centres undefined),10,x
Cc1noc(C)c1S(=O)(=O)N(CC(=O)Nc1ccc2c(c1)OCCO2)c1ccc(C(C)C)cc1,3,-13
O=C(Nc1ccccc1C(=O)N1CCOCC1)c1cccnc1,x,41
Cc1nc(C)c(C(=O)Nc2ccccc2)s1,-1,1
Cc1ccccc1NC(=O)N(CCc1nc2ccccc2[nH]1)Cc1ccccc1,x,-10
CCOC(=O)N1CCN(C(=O)c2ccc3c(=O)n(Cc4ccc(OC)cc4)c(=S)[nH]c3c2)CC1,2,-6
O=C(CCSc1nccn1Cc1ccccc1)N1CCOCC1,-8,-10
Cc1cc2cccc(C)c2nc1SCC(=O)N(C)c1nc(-c2ccccc2)cs1,x,4
COc1ccc(CCNC(=O)C2CCCN(C(=O)N(C)C)C2)c(OC)c1 (centres undefined),3,1
CCN(CC)C(=O)CSc1nnc(-n2nc(C)cc2C)c2ccccc12,-3,-11
COC(=O)c1cc2c(s1)CS(=O)C2 (centres undefined),11,2
O=C(NCCC1=CCCCC1)C1CC(=O)N(C2CCCCC2)C1 (centres undefined),-4,-14
Cc1ccc(CN2CC(C(=O)Nc3ccc4c(C)cc(=O)oc4c3)CC2=O)cc1 (centres undefined),1,30
COc1ccc(NC(=O)CCS(=O)(=O)c2ccc3c(c2)CCCN3C(C)=O)cc1Cl,x,-10

# Complete entries from above. Order of values: RT RNaseH block, RmlCD inh mix
# CCN(CC)C(=O)CSc1nnc(-n2nc(C)cc2C)c2ccccc12 across the screens: -3, -11
# CCOC(=O)N1CCN(C(=O)c2ccc3c(=O)n(Cc4ccc(OC)cc4)c(=S)[nH]c3c2)CC1 across the screens: 2, -6
# Cc1cc2cccc(C)c2nc1SCC(=O)N(C)c1nc(-c2ccccc2)cs1 across the screens: x, 4
# COc1ccc(CCNC(=O)C2CCCN(C(=O)N(C)C)C2)c(OC)c1 (centres undefined) across the screens: 3, 1

# (more compounds)
SMILES,RT RNaseH block,RmlCD inh mix
CC(=O)NCc1cc(-c2nn(C)c(=O)c3ccccc23)ccc1C,x,-19
Cc1ccc(N(Cc2ccc(C(=O)Nc3ccccc3C(=O)NCc3ccco3)cc2)S(C)(=O)=O)cc1C,x,-1
COc1cccc(/C=N/NC(=O)CCc2ccccc2)c1,x,4
Cc1ccc2cc3cc(C(=O)N4CCCCC4C)oc3nc2c1 (centres undefined),-2,x
COC(=O)c1ccc(-n2nnnc2SCc2ccccc2OC)cc1,-27,2
Oc1ccc(-c2n[nH]c(=S)n2Cc2ccco2)cc1,x,-7
Cc1cc(C)c(C#N)c(SCSCc2ccccc2)n1,x,-8
CN1C(=O)c2cccc(NCCCN3C(=O)c4ccccc4C3=O)c2C1=O,-3,1
COC(=O)C1=C(C(=O)OC)[C@@H]2N(C)c3ccccc3[C@@]23C[C@@H](C(=O)OC)N(C(=O)C2CCC2)C3=N1,x,2
CCN1CCN(C(c2cccs2)C(C)NC(=O)c2c(F)cccc2F)CC1 (centres undefined),-2,-6
COc1ccc(CNC(=O)CCOc2ccc(C(C)(C)C)cc2)cc1,x,-19
CCCC1(C)SC(NC(C)=O)=NN1C(C)=O (centres undefined),x,1
CN(C)CCCN1C(=O)C(=O)/C(=C(/O)c2ccc3c(c2)OCO3)C1c1ccco1 (centres undefined),-8,x
COc1ccc2oc(=O)c(C(=O)NCc3cccnc3)cc2c1,x,14
N#Cc1c2n(c3c(=O)n(CC(=O)c4ccc(Br)cc4)cnc13)CCCC2,-42,-14
CCn1c(SCc2cccnc2)nc2c1c(=O)n(C)c(=O)n2C,-18,-3
CN1C(=O)c2c(sc3c2CC(C)(C)SC3)N2CCN=C12,8,-15
COc1ccc2c(c1)CC/C(=C\Nc1ccc3c(c1)OCO3)C2=O,x,-16
O=C(CSc1nnc(-c2ccccc2)n1Cc1ccccc1)NC1CC1,-3,14
COc1ccc(C2C3C(=O)N(Cc4ccccc4)C(=O)C3ON2c2ccccc2)c(OC)c1OC (centres undefined),6,x
Cn1c(=O)c2cc(S(=O)(=O)NCCC(=O)NCC3CCCO3)ccc2n(C)c1=O (centres undefined),-9,-8
Cc1ccc(-c2noc(CCC(=O)NCCN3CCc4ccccc4C3)n2)cc1,-6,13
COC(=O)c1ccc(CSc2ccc3nnc(-c4cccnc4)n3n2)o1,-22,x
CC1(C)NC(=O)N(CC(O)CN2C(=O)NC(C)(C)C2=O)C1=O,1,10
CCC(C)(C)n1nnnc1C(c1cc2ccc(OC)cc2[nH]c1=O)N1CCCCC1 (centres undefined),x,-4
Cc1cc(C)n2nc3nc(N4CCCCC4)nc(-c4ccco4)c3c2n1,27,-9
NS(=O)(=O)c1ccc(NC(=O)COC(=O)CSc2n[nH]c(-c3ccccc3)n2)cc1,-8,7
COCCn1c(SCc2ccc(C(=O)OC)o2)nnc1-c1c[nH]c2ccccc12,-4,6
O=C(C1CCCN1S(=O)(=O)c1ccc(Cl)c(Cl)c1)N1CCOCC1 (centres undefined),-12,-10
CCN(CC)C(=S)SSC(=S)N(CC)CC,x,-9

# As entered above:
# `CCC(C)(C)n1nnnc1C(c1cc2ccc(OC)cc2[nH]c1=O)N1CCCCC1` (centres undefined) @ RmlCD inh mix: -4
# `NS(=O)(=O)c1ccc(NC(=O)COC(=O)CSc2n[nH]c(-c3ccccc3)n2)cc1` @ RmlCD inh mix: 7
# `Cc1ccc(-c2noc(CCC(=O)NCCN3CCc4ccccc4C3)n2)cc1` @ RT RNaseH block: -6
# `COC(=O)c1ccc(CSc2ccc3nnc(-c4cccnc4)n3n2)o1` @ RT RNaseH block: -22

# (listing goes on)
SMILES,RT RNaseH block,RmlCD inh mix
CCC(C)Sc1nc2c(c(=O)[nH]c(=O)n2C)n1CC(O)COc1ccccc1C (centres undefined),x,1
O=C1c2oc3ccc(Cl)cc3c(=O)c2C(c2cccc(Br)c2)N1CCO (centres undefined),5,-65
O=S(=O)(c1ccc(Br)s1)n1cccn1,-18,4
Cc1ccc(-c2nn[nH]n2)cc1,-1,-119
Cc1occc1-c1nnc(SCC(=O)Nc2ccccc2-c2ccccc2)n1C,-7,5
COC(=O)CON1C(=O)c2ccccc2C1=O,x,-16
CCc1ccc2c(c1)cc(CN(C(=S)Nc1ccccc1)C1CC1)c1nnnn12,x,-3
Cc1ccc(S(=O)(=O)CC2CSc3nc(N)cc(=O)n32)cc1 (centres undefined),-14,1
Cc1noc(C)c1C(=O)NCCc1ccccc1,x,-13
COc1ccc(-c2oc3ncnc(NCCN4CCOCC4)c3c2-c2ccc(OC)cc2)cc1,-40,-46
COc1cccc(OC)c1NC(=O)C1CCCN1C(=O)NCc1ccccc1 (centres undefined),1,8

# Bioassay records as filed in PubChem BioAssay.
